Screening data as filed in PubChem.
Bcl-2 Bim block – disrupts Bim peptide binding to human Bcl-2 | Bead-based flow cytometry, Bim peptide-Bcl-2 binding | inhibition, % at 10 µM | hit rate 0.06% among 190,000 | P10415; in the data active = inhibition above about 40%; inconclusive = no clear call, values can overlap the other calls;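 also: 0% = no compound wells with probe peptide and 100% = reference peptide inhibitor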
Target sequence (P10415 whole entry, looked up): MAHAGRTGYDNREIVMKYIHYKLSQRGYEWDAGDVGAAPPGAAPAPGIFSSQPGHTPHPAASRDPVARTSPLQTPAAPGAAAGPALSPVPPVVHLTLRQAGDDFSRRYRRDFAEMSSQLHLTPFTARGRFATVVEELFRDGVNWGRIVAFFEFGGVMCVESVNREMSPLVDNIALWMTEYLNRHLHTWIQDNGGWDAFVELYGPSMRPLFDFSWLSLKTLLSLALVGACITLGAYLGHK
RGS4-Gao reg – human RGS4-Galphao interaction regulation. P09471. Multiplexed bead flow cytometry, RGS4-Galphao binding; actives lie on both sides. binding response (% of control), % at 10 µM. hit rate 0.33% among 220,000. AID 1415; in the data active = binding response below about 49% or above about 150%; inactive = in between;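 also: fluorescent Galphao activated with aluminum fluoride binding bead-coupled RGS4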
RGS8-Gao reg – human RGS8-Galphao interaction regulation; P09471; multiplexed bead flow cytometry, RGS8-Galphao binding; actives lie on both sides; response (percent of control binding), % at 10 µM; hit rate 0.34% among 220,000; in the data active = response below about 60% or above about 140%; inactive = in between;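 also: Galphao activated as the GDP aluminium fluoride complex binding bead-coupled RGS8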
Bcl-XL Bim block – human Bim-Bcl-XL interaction inhibition; Q07817; Bim peptide-Bcl-XL binding, bead flow cytometry, fluorescence; inhibition, % at 10 µM; hit rate 0.04% among 190,000; AID 1007
Bcl-W Bim block – disrupts Bim peptide binding to human Bcl-W; hit rate 0.02% among 190,000; inhibition, % at 10 µM; bead-based flow cytometry; Q92843;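 also: 0% = bound tracer without compound and 100% = peptide blocker; higher means less fluorescent Bim peptide bound to Bcl-W beads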
Target sequence (Q92843 whole entry, looked up): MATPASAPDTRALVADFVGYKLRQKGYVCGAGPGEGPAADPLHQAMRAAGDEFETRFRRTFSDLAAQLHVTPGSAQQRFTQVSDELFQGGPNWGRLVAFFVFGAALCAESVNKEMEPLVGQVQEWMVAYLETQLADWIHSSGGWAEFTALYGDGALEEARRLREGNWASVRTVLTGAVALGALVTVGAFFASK
Bim-Bcl-B – human Bim-Bcl-B interaction inhibition; Q9HD36; bead-based flow cytometry, Bim peptide-Bcl-B binding; inhibition, % at 10 µM; hit rate 0.073% among 190,000; AID 951;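 also: 0% = tracer peptide without compound and 100% = reference inhibitor peptide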
Target sequence (Q9HD36 whole entry, looked up): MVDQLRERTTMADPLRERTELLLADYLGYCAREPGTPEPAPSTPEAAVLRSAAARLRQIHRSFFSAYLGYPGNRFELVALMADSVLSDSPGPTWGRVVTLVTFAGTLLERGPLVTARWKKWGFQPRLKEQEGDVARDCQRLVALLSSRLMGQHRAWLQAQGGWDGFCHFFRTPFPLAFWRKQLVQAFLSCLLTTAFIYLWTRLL
RGS7-Gao reg – human RGS7-Galphao interaction regulation; Multiplexed bead flow cytometry, RGS7-Galphao binding; actives lie on both sides; binding response (% of control), % at 10 µM; hit rate 0.35% among 220,000; in the data active = binding response below about 49% or above about 150%; inconclusive = no clear call, values can overlap the other calls; inactive = in between;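 also: fluorescent Galphao held in activated GDP-AlF4 state binding bead-coupled RGS7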
Mcl1 Bid PPI – disrupts binding of human Mcl-1 to Bid peptide. Q07820. TR-FRET Mcl-1/Bid-Dy647 peptide binding, 1536-well. inhibition, % at 21.7 µM. hit rate 0.97% among 220,000;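 active = compounds that cut the binding signal by more than half at the single screening dose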;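 also: His-tagged Mcl-1 with europium anti-His antibody binding Bid BH3 peptide; 0% = Mcl-1 plus peptide wells and 100% = peptide-only wells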
Target sequence (Q07820 whole entry, looked up): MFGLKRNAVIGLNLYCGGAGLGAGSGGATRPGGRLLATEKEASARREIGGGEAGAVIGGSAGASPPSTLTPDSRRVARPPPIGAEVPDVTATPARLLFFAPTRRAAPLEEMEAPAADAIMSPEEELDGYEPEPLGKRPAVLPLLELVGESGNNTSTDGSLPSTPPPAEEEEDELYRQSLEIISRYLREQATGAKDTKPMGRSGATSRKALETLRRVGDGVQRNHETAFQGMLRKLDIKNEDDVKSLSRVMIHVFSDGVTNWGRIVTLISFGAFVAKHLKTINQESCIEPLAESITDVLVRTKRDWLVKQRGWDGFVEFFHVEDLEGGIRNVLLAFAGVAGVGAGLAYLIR
GSH bead fluor – GSH bead compound fluorescence profile | GSH beads flow cytometry, compound fluorescence 488/530 nm; active compounds read high | fluorescence (KMESF) at 10 µM | hit rate 0.25% among 190,000 | AID 1776; in the data active = fluorescence above about 89;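 also: glutathione beads carrying GST-tagged Bcl family fusion proteins plus one bare bead set; values are compound well signal with DMSO vehicle wells as background; inactives centre near 16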
Bfl-1 Bim block – inhibitors of Bim-Bfl-1 interaction, human; hit rate 0.12% among 190,000; inhibition, % at 10 µM; Q16548; Bead-based flow cytometry, Bim-Bfl-1 binding inhibition;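 also: 0% = wells without compound plus tracer and 100% = blocker peptide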
Bim-Mcl-1 – inhibitors of Bim-Mcl-1 interaction, human; Q07820; Bead-based flow cytometry, Bim peptide-Mcl-1 binding; inhibition, % at 10 µM; hit rate 0.1% among 190,000; AID 1009;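 also: 0% = no compound tracer wells and 100% = peptide blocker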
An asterisk follows results filed as active; ? = inconclusive. Rule as the data show it, unless noted: active = inhibition above about 40%. An unsorted share of the library; about 1.8% have a hit in one of these screens.

SMILES	Bcl-2 Bim block	RGS4-Gao reg	RGS8-Gao reg	Bcl-XL Bim block	Bcl-W Bim block	Bim-Bcl-B	RGS7-Gao reg	Mcl1 Bid PPI	GSH bead fluor	Bfl-1 Bim block	Bim-Mcl-1
C(=N\Nc1nc2ccccc2s1)/c1cccs1	17.0	95.6	97.3	12.0	13.0	17.0	97.3	3.9	28	20.0	8.0
Cc1ccc(C)c(/C=N/NC(=S)NC(C)C)c1	1.0	107.4	106.8	-2.0	0.0	0.0	106.0	-85.7	8	0.0	-1.0
O=C(CSc1ncn[nH]1)N1N=C2/C(=C/c3ccco3)CCCC2C1c1ccco1 (stereo not drawn)	-2.0	96.1	96.7	-3.0	-5.0	-4.0	93.6	-20.6	16	1.0	-1.0
Cc1nn(CC(=O)Nc2ccc(C(C)C)cc2)c(C)c1[N+](=O)[O-]	3.0	99.5	98.6	4.0	2.0	0.0	105.9	1.1	12	-4.0	1.0
C/C(=C(\C#N)C(=O)NCCN1CCOCC1)N(C)C	-18.0	101.0	100.8	-13.0	-8.0	-10.0	96.9	-24.0	26	-23.0	-8.0
Cc1ccc(S(=O)(=O)NNC(=O)Cc2cccn2C)cc1	0.0	101.1	101.3	1.0	0.0	0.0	?	-43.0	11	-3.0	0.0
COC(=O)c1c(O)cc(C(C)(C)C)n(-c2ccc(F)cc2)c1=O	-9.0	88.1	88.1	-7.0	-1.0	-4.0	85.9	-17.9	11	-11.0	-1.0
C=CCC(NCc1ccccc1)c1ccc(Cl)cc1 (stereo not drawn)	-2.0	101.5	104.1	-5.0	-3.0	-4.0	104.5	-8.1	9	-1.0	-3.0
COc1cccc(NC(=S)N2CCn3c(nc4ccccc43)C2)c1	-2.0	100.5	99.4	2.0	0.0	-9.0	100.7	-35.6	8	-1.0	-2.0
COC(=O)c1ccc(CSc2nnc(-c3ccccc3)n2C)o1	-4.0	103.8	103.8	-1.0	-2.0	-7.0	102.0	-11.1	12	-9.0	-2.0
CCOc1cc(CNC(CC)CO)ccc1OCC(=O)Nc1cccc(C(F)(F)F)c1 (stereo not drawn)	0.0	103.4	103.1	-4.0	-3.0	-3.0	?	-2.2	16	-10.0	-2.0
N#C/C(=C/c1ccc2c(c1)OCO2)C(=O)Nc1ccc(O)cc1	3.0	101.5	102.0	0.0	4.0	-1.0	101.2	-59.2	23	0.0	1.0
CC1=NN(c2cccc([N+](=O)[O-])c2)C(=O)C1	-1.0	102.1	104.5	-5.0	-3.0	-4.0	100.2	-64.8	14	-5.0	-4.0
COc1ccc(-c2nc(N)ncc2-c2csc(C)n2)c(O)c1	-1.0	114.0	108.4	-3.0	0.0	-1.0	110.9	-5.3	10	-1.0	0.0
CCOC(=O)c1c(-n2cccc2)sc2c1CCCC2=O	-9.0	96.3	96.9	-10.0	-2.0	-7.0	93.6	-16.5	12	-15.0	-2.0

Looked up above.
For Bim-Bcl-B, COC(=O)c1c(O)cc(C(C)(C)C)n(-c2ccc(F)cc2)c1=O is listed with -4.0
For RGS8-Gao reg, Cc1ccc(S(=O)(=O)NNC(=O)Cc2cccn2C)cc1 is listed with 101.3

(next part)
SMILES	Bcl-2 Bim block	RGS4-Gao reg	RGS8-Gao reg	Bcl-XL Bim block	Bcl-W Bim block	Bim-Bcl-B	RGS7-Gao reg	Mcl1 Bid PPI	GSH bead fluor	Bfl-1 Bim block	Bim-Mcl-1
NC(=O)c1nsc(C(=O)N(CC(=O)NCc2ccc(F)cc2)Cc2ccco2)c1N	2.0	96.5	108.2	-14.0	-1.0	-6.0	95.3	-30.9	59	-5.0	-1.0
Cc1ccccc1/C=C1\SC(=S)N(/N=C/c2cc([N+](=O)[O-])ccc2O)C1=O	-5.0	97.5	98.8	-3.0	0.0	-4.0	97.5	-20.1	10	12.0	1.0
CCOC(=O)C1CCCN(Cc2ccccc2C)C1 (stereo not drawn)	-2.0	101.8	102.2	0.0	-2.0	-2.0	100.3	15.3	78	-7.0	0.0
O=C(NCC1CCCCC1)C1CCN(C(=O)NC2CCCCC2)CC1	-7.0	104.8	103.5	-2.0	0.0	-5.0	101.9	-0.2	56	-10.0	0.0
COc1ccc(C2CC(C)=NN2C=O)cc1OC (stereo not drawn)	0.0	100.4	102.4	0.0	0.0	1.0	102.3	-5.9	22	-1.0	1.0
CCOC(=O)Nc1ccc(S(=O)(=O)Nc2nc(C)cc(C)n2)cc1	-1.0	105.5	101.8	-3.0	0.0	-6.0	101.4	0.7	25	-9.0	2.0
CC(C)NC(=O)COC(=O)CNC(=O)c1cc(Cl)cc([N+](=O)[O-])c1	-9.0	101.5	99.9	-5.0	-5.0	-6.0	103.1	6.5	10	-8.0	-6.0
Cc1cc(C(=O)CSc2nnc(-c3ccc(F)cc3)o2)c(C)n1CC1CCCO1 (stereo not drawn)	-6.0	100.8	102.1	-4.0	-1.0	-8.0	96.9	10.8	12	-8.0	0.0
CC(C)COC(=S)Nc1ccccc1	-4.0	99.9	99.6	7.0	0.0	-11.0	98.8	-20.9	32	-7.0	0.0
Cc1cccc(C(C)(C)C)c1OCCN1CCCC1	-3.0	99.2	102.0	-2.0	-2.0	-1.0	99.7	20.5	9	0.0	-4.0
Cc1ccc(-n2nnnc2-c2cnc3ccc(Cl)cc3c2-c2ccccc2)cc1	2.0	99.2	100.6	-1.0	-1.0	0.0	99.1	-6.6	9	0.0	1.0
O=C(CCCOc1ccc(Cl)cc1Cl)N1CCCc2ccccc21	-3.0	88.3	99.8	19.0	3.0	4.0	96.2	-22.7	250*	0.0	0.0
CCOC(=O)Cc1c[nH]c2ccccc12	-1.0	102.3	107.7	-3.0	-6.0	-1.0	101.4	-33.7	14	0.0	-3.0
Cc1ccccc1CS(=O)(=O)CCC(=O)O	-2.0	99.9	99.9	-2.0	-1.0	-2.0	93.4	-6.5	9	-4.0	1.0
CCOCCCNc1c2c(nc3cc(-c4ccc(F)cc4)nn13)CCC2	0.0	103.3	99.2	1.0	-2.0	0.0	95.5	-30.8	21	-3.0	-1.0

The list goes on, starting with the last two of the part before.
SMILES	Bcl-2 Bim block	RGS4-Gao reg	RGS8-Gao reg	Bcl-XL Bim block	Bcl-W Bim block	Bim-Bcl-B	RGS7-Gao reg	Mcl1 Bid PPI	GSH bead fluor	Bfl-1 Bim block	Bim-Mcl-1
Cc1ccccc1CS(=O)(=O)CCC(=O)O	-2.0	99.9	99.9	-2.0	-1.0	-2.0	93.4	-6.5	9	-4.0	1.0
CCOCCCNc1c2c(nc3cc(-c4ccc(F)cc4)nn13)CCC2	0.0	103.3	99.2	1.0	-2.0	0.0	95.5	-30.8	21	-3.0	-1.0
Cc1ccc(NC(=O)COc2ccccc2CNC(C)(C)CC(C)(C)C)cc1	-3.0	99.7	98.8	0.0	0.0	-2.0	100.0	-11.0	18	0.0	-3.0
NCCCC[C@H]1CNC(=S)N1CCCCC1CCCCC1	-1.0	93.3	97.9	2.0	0.0	-6.0	93.4	-17.3	20	-2.0	2.0
Cc1cc(Oc2ccccc2)nc(SCC(=O)Nc2ccc(Cl)cc2Cl)n1	-1.0	95.1	96.0	-4.0	-2.0	-6.0	93.7	-23.3	20	5.0	-3.0
CCCCC(=O)Nc1cc(-c2nc3ncccc3o2)ccc1C	0.0	103.2	100.6	-2.0	0.0	-1.0	?	-7.8	16	-4.0	0.0
CCOC(=O)C1CCCN(C(=O)c2sc3nc(C)nc(N4CCOCC4)c3c2C)C1 (stereo not drawn)	-5.0	102.7	104.2	-3.0	1.0	-4.0	104.1	-34.0	10	-8.0	1.0
CCCCN(CCCC)S(=O)(=O)c1ccc2oc(C(=O)N3CCOCC3)c(C)c2c1	0.0	80.8	90.7	0.0	-1.0	-2.0	75.0	-0.9	5	-3.0	0.0
CC(=O)Oc1ccc(/C=N/NS(=O)(=O)c2ccccc2)cc1	-5.0	93.7	97.1	-2.0	-2.0	-6.0	98.4	-23.4	21	-5.0	0.0
O=C(CCCn1c(=O)c2sccc2n(CC(=O)OCc2ccccc2)c1=O)NCc1ccco1	4.0	79.3	92.9	2.0	4.0	2.0	91.6	-47.0	13	1.0	6.0
CCc1cc(=O)oc2cc(OCc3nn[nH]n3)ccc12	0.0	104.7	101.7	-6.0	2.0	-5.0	101.3	13.7	19	-10.0	4.0
COC(=O)c1nnn(CC(=O)NC(=O)Nc2ccccc2)c1C(=O)OC	0.0	99.1	100.5	-4.0	0.0	-3.0	99.2	5.2	12	0.0	0.0
CC(=O)c1cc(C#N)c(N2CCOCC2)nc1C	-4.0	103.3	100.3	-3.0	-4.0	-7.0	?	-4.3	19	-6.0	0.0
CCOc1ccc(C(=O)N2CCCN(C(=O)c3ccc(OCC)cc3)CC2)cc1	-7.0	101.1	101.7	-3.0	0.0	-14.0	98.3	7.9	36	-12.0	-1.0
CCN1C(=O)c2ccc(C(=O)NCc3ccccc3)cc2C1=O	-8.0	89.5	96.3	-2.0	-4.0	-10.0	91.2	6.5	28	-14.0	-3.0
O=C(NNC(=O)c1cc2c(s1)CCCC2)c1ccccc1	0.0	94.4	94.6	-5.0	-3.0	-5.0	97.8	-22.1	9	0.0	-4.0
CC1(C)OC(C)(C)/C(=C/Nc2ccc(O)cc2)C1=O	18.0	98.3	96.4	18.0	12.0	17.0	88.0	-32.9	6	18.0	15.0
COc1ccc(-c2csc(=Nc3ccccc3)n2CCO)cc1	-5.0	101.8	101.0	-9.0	-5.0	-19.0	100.6	19.4	20	0.0	-6.0
Cc1nn(-c2ccc(F)cc2)c2c1cc(C#N)c1nc3ccccc3n12	-5.0	101.2	100.9	0.0	3.0	0.0	103.4	-5.5	10	-5.0	1.0
Cn1c(=O)c(C(=O)CSc2ccccc2)c(N)n(Cc2ccccc2)c1=O	-1.0	98.9	96.5	-4.0	-1.0	-5.0	97.6	-3.2	11	-4.0	-1.0
Nc1nnc(C(F)(F)F)s1	-5.0	108.3	103.3	-3.0	-5.0	-5.0	104.6	-20.7	20	-12.0	1.0
O=c1[nH]cc([N+](=O)[O-])cc1Br	0.0	104.4	106.7	-4.0	-3.0	0.0	100.3	-10.7	8	0.0	-3.0
O=C1Nc2cc(Cl)ccc2C1(N1CCNCC1)C(F)(F)F (stereo not drawn)	-5.0	105.7	111.3	-8.0	-7.0	-6.0	107.7	-26.9	28	-7.0	-8.0
Cc1ccc(NC(=O)CCCN2C(=O)c3cccc4cccc(c34)C2=O)cc1	-8.0	107.4	105.4	-4.0	-1.0	-5.0	112.8	-3.3	10	-18.0	0.0
Oc1c(C(c2ccco2)N2CCC3(CC2)OCCO3)sc2ncnn12 (stereo not drawn)	-6.0	101.0	103.0	-8.0	0.0	-9.0	98.2	-15.8	22	-9.0	-2.0
Cc1ccc(C#N)c(SCC(=O)Nc2nccs2)n1	2.0	104.8	103.4	0.0	-2.0	1.0	?	-31.6	21	-2.0	2.0
CN1CCN(C(=O)CCn2nc(-c3ccccc3)c3ccccc3c2=O)CC1	0.0	90.0	94.5	-2.0	-1.0	-1.0	91.3	-22.6	27	-1.0	-1.0
O=C(Nc1ccccc1)NC1(C(=O)N2CCN(c3ncccn3)CC2)CCCCC1	-10.0	98.0	100.8	0.0	0.0	-5.0	100.9	-29.1	12	-9.0	0.0
COc1cccc(N(C(=O)Cn2nnc(-c3ccc(Cl)cc3)n2)C(C(=O)NCC2CCCO2)c2ccc(C)cc2)c1 (stereo not drawn)	-4.0	102.0	105.6	0.0	-4.0	-6.0	100.3	-1.8	30	-2.0	-1.0
CC(=O)N1C(C(=O)O)CSC1c1ccc(C)cc1 (stereo not drawn)	-6.0	96.7	97.9	-3.0	0.0	-7.0	99.2	-8.8	22	-9.0	0.0
